Screening data deposited in PubChem BioAssay by several laboratories.
PLK1 PBD inh – Plk1 polo box domain binding inhibitors, primary screen, biochemical, fluorescence polarization; Plk1 PBD phosphopeptide binding; inhibition, %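 (tested at about 20 µM)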; 97,000 tested, 0.13% active; AID 693, 2007; in the data active means inhibition above about 34%, passing the limit was not always enough
Target sequence (P53350 whole entry, looked up, the tested form may be a part): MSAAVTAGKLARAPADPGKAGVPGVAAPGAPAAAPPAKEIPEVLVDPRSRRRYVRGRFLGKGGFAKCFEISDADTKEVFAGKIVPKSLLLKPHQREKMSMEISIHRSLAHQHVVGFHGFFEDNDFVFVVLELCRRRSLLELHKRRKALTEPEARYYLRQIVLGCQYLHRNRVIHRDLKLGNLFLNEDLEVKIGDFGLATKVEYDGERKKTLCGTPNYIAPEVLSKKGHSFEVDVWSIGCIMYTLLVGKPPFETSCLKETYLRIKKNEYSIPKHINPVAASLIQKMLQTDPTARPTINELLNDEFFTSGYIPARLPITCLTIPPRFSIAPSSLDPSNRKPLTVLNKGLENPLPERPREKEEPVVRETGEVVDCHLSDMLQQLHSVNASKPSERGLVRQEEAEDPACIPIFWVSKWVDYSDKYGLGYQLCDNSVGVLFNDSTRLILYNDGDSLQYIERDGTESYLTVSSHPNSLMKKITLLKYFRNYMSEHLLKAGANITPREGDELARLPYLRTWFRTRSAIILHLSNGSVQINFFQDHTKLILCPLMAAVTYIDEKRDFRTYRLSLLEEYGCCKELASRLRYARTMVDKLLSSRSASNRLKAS
PTPN22 inh 2 – PTPN22 phosphatase inhibitors, primary screen, biochemical, DiFMUP fluorescence, 2 µM; inhibition, % at 2 µM; recombinant LYP catalytic domain; AID 640, 2007; Tyrosine-protein phosphatase non-receptor type 22 (Homo sapiens), Q9Y2R2; 96,000 tested, 0.21% active;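 active means inhibition at 2 µM at or above a set limit, the screen mean plus 3 SD, cut at about 24% in these data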;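 further: 0% = DMSO with enzyme and 100% = enzyme fully blocked by orthovanadate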
CYP2C9 inhib – blockers of cytochrome P450 2C9 activity – biochemical, luminescence, ADME assay, primary screen | P11712 | CYP2C9 Supersomes, luciferin-H conversion | inhibition, % at 5 µM | 96,000 tested, 20% active | AID 777, 2007;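 active means blocking of liver enzyme CYP2C9 beyond about 50% at 5 µM, limit read from the data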; further: values of inactives mirror those of a sister screen read the other way
Target sequence (P11712 whole entry, looked up): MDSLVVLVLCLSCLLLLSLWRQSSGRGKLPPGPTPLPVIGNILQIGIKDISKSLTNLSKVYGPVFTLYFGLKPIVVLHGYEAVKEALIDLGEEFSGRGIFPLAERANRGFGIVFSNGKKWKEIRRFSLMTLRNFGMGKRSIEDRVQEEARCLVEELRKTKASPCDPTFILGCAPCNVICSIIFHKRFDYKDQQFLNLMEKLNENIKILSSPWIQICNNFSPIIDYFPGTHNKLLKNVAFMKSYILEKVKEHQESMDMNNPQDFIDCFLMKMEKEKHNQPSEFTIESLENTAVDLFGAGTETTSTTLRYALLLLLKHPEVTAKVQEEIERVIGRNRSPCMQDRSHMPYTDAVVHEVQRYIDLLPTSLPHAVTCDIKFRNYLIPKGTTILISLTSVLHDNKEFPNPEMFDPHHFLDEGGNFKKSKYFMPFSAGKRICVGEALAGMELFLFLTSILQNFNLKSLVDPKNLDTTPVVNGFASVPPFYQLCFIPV
Rev-RRE block – HIV-1 Rev-RRE binding inhibitors, primary screen, biochemical, FRET, protein-RNA interaction | P05866 | Rev peptide-RRE RNA binding | inhibition, % at 8 µM | 97,000 tested, 0.79% active;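 active means inhibition above the screen-wide mean plus 3 SD, cut at about 35% in these data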;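 further: 0% = median DMSO wells and 100% = median Neomycin B control wells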
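Assay system: labelled RRE RNA duplex and labelled Rev peptide / Medium: HEPES pH 7.5 salt buffer with EDTA / Reagent: labelled Rev peptide / Schedule: 5 + 15 min at 25 °C / Signal: FRET, excitation 480 nm, emission 540 nm donor and 671 nm acceptor / Benchmarks: DMSO and neomycin B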
PTPN22 act – LYP phosphatase activators, primary screen, biochemical, DiFMUP fluorescence, 2 µM; activation, % at 2 µM; recombinant LYP; 0 = plate median, 100 = signal doubled; 96,000 tested, 0.11% active; Tyrosine-protein phosphatase non-receptor type 22 (Homo sapiens), Q9Y2R2;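 active means activation at 2 µM above a set limit, the mean plus 5 SD, cut at about 37% in these data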
Calb biofilm kill – clotrimazole potentiators killing Candida biofilms, primary screen, with clotrimazole, Alamar Blue. inhibition, % at 6 µM. 85,000 tested, 0.14% active. C. albicans biofilm + clotrimazole;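 active means inhibition above 20%; inactive means inhibition below 20%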;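 further: preformed 24 hr biofilms exposed to compound for 48 hr; 0% = biofilm without compound and 100% = blank killed by clotrimazole plus chlorhexidine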
CYP2C9 act – human CYP2C9 activators, primary screen, biochemical, luminescence. Cytochrome P450 2C9 (Homo sapiens), P11712. recombinant CYP2C9, luciferin-H conversion; active compounds read high; factor 1 = untreated enzyme, 0 = blocked. activation factor at 5 µM. 96,000 tested, 1.4% active. AID 1024, 2008;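 active means activation factor of 2 or more for CYP2C9 at a 5 µM dose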;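 further: 0 = sulfaphenazole-blocked wells and 1 = vehicle-only wells; values of inactives mirror those of a sister screen read the other way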
EphB4 ephrin blk – EphB4-ephrin-B2 interaction antagonists, primary screen, biochemical, TNYL-RAW peptide probe, fluorescence polarization. Ephrin type-B receptor 4 (Homo sapiens), P54760. EphB4 LBD / TNYL-RAW-Alexa532 peptide. inhibition, % at 7 µM. 97,000 tested, 0.15% active;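 active means inhibition above the screen-wide mean inhibition plus 3 SD, cut at about 15% in these data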;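 further: 0% = DMSO wells and 100% = excess unlabeled TNYL-RAW peptide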
PLK1 inh – human PLK1 kinase inhibitors, primary screen, biochemical, TR-FRET. Serine/threonine-protein kinase PLK1 (Homo sapiens), P53350. recombinant PLK1 kinase, TR-FRET peptide phosphorylation. inhibition, % at 10 µM. 97,000 tested, 0.53% active. AID 619, 2007;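 active means inhibition of 50% or more in the single-concentration screen; inactive means inhibition below 50%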;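 further: 0% = DMSO max control and 100% = H-89 dihydrochloride min control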
The depositor's hits bear a star; nt = not tested or not shown. Hits appear at their usual frequency. About 20% of those tested had a hit in this group.

SMILES	PLK1 PBD inh	PTPN22 inh 2	CYP2C9 inhib	Rev-RRE block	PTPN22 act	Calb biofilm kill	CYP2C9 act	EphB4 ephrin blk	PLK1 inh
Cc1[nH]n(C(C)(C)C)c(=O)c1Sc1ccc(Cl)cc1	3.2	-7.5	53.8*	8.7	6.7	7.6	0.5	1.6	-14.4
N#CCSc1nnc2ccc3ccccc3n12	5.7	-16.0	-45.6	10.1	11.0	-1.0	1.5	5.8	-3.8
CC(C)C(=O)N1CCN(CCN=CC2=C(O)CC(c3ccco3)CC2=O)CC1 (stereo not drawn)	33.5	-1.2	-7.6	1.6	-1.6	4.1	1.1	6.9	2.3
COCC(=O)N(Cc1cc2cc(OC)ccc2[nH]c1=O)c1ccccc1	-9.7	0.9	19.5	-2.3	2.2	7.8	0.8	-4.6	-8.5
Cc1nc(SCC(=O)Nc2cc(C)on2)c2c(C)c(C)sc2n1	12.8	-1.0	14.0	2.4	-1.2	-0.3	0.9	-3.9	-22.0
Cc1ccc(C(=O)Nc2nc(=O)n(C(=O)CC(C)C)s2)cc1	11.6	nt	84.1*	3.2	nt	nt	0.2	11.0	-10.3
Clc1cccc(/C=N\Nc2nccs2)c1	-2.4	-2.8	14.8	2.1	2.6	nt	0.9	2.5	27.7
Cc1nc(N2CCOCC2)[nH]c(=O)c1CCC(C)C	-26.6	0.2	-31.0	-4.3	0.4	7.8	1.3	3.6	3.5
CNc1oc(Cc2ccccc2)nc1S(=O)(=O)c1ccccc1	14.9	-10.7	-19.7	-0.3	12.6	6.8	1.2	-1.6	-10.5
CCOc1ccc(NC(=O)N2CCN(c3nc4ccccc4s3)CC2)cc1	-10.8	-4.5	7.8	0.5	6.9	0.9	0.9	-7.7	-6.0
CCC(C)(C)n1nnnc1C(c1cc2ccc(C)cc2[nH]c1=O)N(Cc1cccnc1)Cc1ccco1 (stereo not drawn)	0.8	7.2	88.9*	2.5	-9.1	2.1	0.1	6.5	-8.8
CCOC(=O)c1cccc(NC(=O)CSc2nnc(-c3ccncc3)n2CCCOC)c1	-6.9	3.9	63.7*	9.1	-4.5	-2.5	0.4	0.3	0.5
CCOC(=O)C1=CN(C)C=C(C(=O)OCC)C1c1ccsc1	-18.0	-11.9	39.8	2.4	9.1	nt	0.6	-2.3	-10.9
CCCCC(=O)OCC(=O)c1ccc(OCC)cc1	4.8	-15.7	nt	0.0	18.1	0.6	nt	-10.8	-9.2
COc1ccc(N2CCN(C(c3cc4cc(C)ccc4[nH]c3=O)c3nnnn3Cc3ccccc3)CC2)cc1 (stereo not drawn)	4.3	-12.7	23.2	0.1	13.2	0.8	0.8	-4.2	-3.9
CS(=O)(=O)N(CC(=O)N1CCN(c2ccc(F)cc2)CC1)c1ccc(F)c(Cl)c1	9.6	10.9	-86.8	17.6	-10.1	-2.2	1.9	5.6	-10.6
COc1ccc(NC2SC(=O)N(CC(=O)O)C2=O)cc1 (stereo not drawn)	9.7	3.5	-1.4	5.1	-3.9	3.0	1	-0.1	-11.2
O=C(CC(Nc1ccccc1Cl)C(=O)OCC(=O)c1cccs1)c1ccccc1 (stereo not drawn)	-13.9	7.0	61.9*	6.9	-7.9	nt	0.4	3.1	-4.4
CCNC(=S)NNC(=O)c1cc(-c2ccc(OCC)cc2)nc2ccccc12	6.0	-4.9	79.1*	-6.5	7.6	nt	0.2	-7.6	-3.9
CCc1nc2sc3c(c2c(=O)n1N)CCC3	2.7	-13.2	3.8	2.3	11.3	10.4	1	3.2	-15.8
CSCCC(NC(N)=O)C(=O)N(C)CC(=O)Nc1cc(C)ccc1C (stereo not drawn)	5.9	16.3	6.7	5.3	-14.2	5.8	0.9	2.1	-12.3
CCn1c(C(=O)NC(C)c2ccc3c(c2)OCCO3)cc2sccc21 (stereo not drawn)	10.2	5.1	32.9	1.7	-8.6	-5.6	0.7	-2.9	7.8
CCCCc1cc(=O)oc2cc(C)c(CN3CCCC3)c(O)c12	14.2	17.7	58.5*	20.2	-20.3	2.6	0.4	5.7	-10.3
O=C(CN(Cc1cccs1)C(=O)CCC(=O)Nc1nccs1)NCc1ccccc1	18.9	-2.1	63.8*	0.2	7.8	nt	0.4	-7.4	28.2
Cc1ccc(C(=O)NC2CCSC2=O)cc1 (stereo not drawn)	9.4	2.8	-28.0	5.9	-3.5	-0.8	1.3	5.7	-5.5

(more compounds)
SMILES	PLK1 PBD inh	PTPN22 inh 2	CYP2C9 inhib	Rev-RRE block	PTPN22 act	Calb biofilm kill	CYP2C9 act	EphB4 ephrin blk	PLK1 inh
CC(NC(=O)CCNS(=O)(=O)c1ccc2c(c1)c(=O)n(C)c(=O)n2C)c1ccccc1 (stereo not drawn)	34.8	-2.6	3.2	-1.7	1.9	nt	1	-3.7	-3.6
Cc1nn(CCC#N)c(NC(=O)c2ccc(Cl)cc2Cl)c1P(=O)(Nc1ccc([N+](=O)[O-])cc1)N1CCOCC1 (stereo not drawn)	3.6	-7.2	11.0	0.9	8.9	9.7	0.9	6.0	-7.0
C=CCNc1nc(NCCO)nc(N2CCCC2)n1	29.9	-2.1	0.6	1.0	1.4	nt	1	8.2	-12.7
CC(C)(C)Nc1nc(OCC(F)(F)F)nc(OCC(F)(F)F)n1	-7.8	3.0	3.9	12.0	-0.4	8.0	1	0.1	-14.2
c1ccc2c(c1)nnn2-c1ncnc2sc3c(c12)CCCC3	4.9	2.1	-107.3	4.6	-2.7	-5.5	2.1*	3.2	-6.7
CCn1c(N2CCN(C(=S)NCC(C)C)CC2)nc2ccccc21	-16.3	13.3	-6.4	-5.6	-11.1	nt	1.1	2.0	-17.8
O=C(CSCCNS(=O)(=O)c1ccccc1)Nc1ccccc1	6.4	-2.4	49.9	1.9	2.3	4.5	0.5	-6.6	-1.3
Cc1c(C(=O)OC(C)C)sc2nc[nH]c(=O)c12	7.1	-3.3	30.8	9.2	5.3	3.0	0.7	-1.0	76.5*
O=C(CSc1nnc(-c2ccco2)n1CC1CCCO1)c1ccc(F)cc1 (stereo not drawn)	4.1	-19.4	-8.9	2.2	16.5	4.2	1.1	-2.2	17.9
COC(=O)C(C)(C(=O)OC)c1ccccc1[N+](=O)[O-]	3.3	0.4	6.7	5.6	0.5	0.9	0.9	7.9	-11.1
CCOc1ccc(C(C)=O)cc1CC(C(N)=O)C(N)=O	-14.2	-1.6	8.7	4.3	3.3	4.4	0.9	-3.5	-7.5
CCOC(=O)N1CCN(C(=O)CSc2ncnc3ccccc23)CC1	3.6	-0.7	4.2	8.2	-1.0	4.8	1	-0.2	-6.5
Cc1nn(C)c(C)c1NC(=O)Nc1cccc(C(F)(F)F)c1	-12.9	-2.3	2.8	8.9	6.7	nt	1	-2.8	-12.7
C=CCn1c(SCC(=O)N2CCCCC2)nc(O)cc1=O	-7.9	2.9	-4.7	-1.4	-3.0	1.3	1	-5.9	-6.0
CCc1ccc2c(c1)C(NC(C)=O)C(=O)N2CC (stereo not drawn)	11.7	-0.2	-6.8	4.4	-2.2	nt	1.1	-5.2	-1.9
Fc1cnc(N2CCOCC2)nc1NCc1ccccc1	8.4	-8.6	-1.5	-2.7	8.3	7.7	1	-0.2	-8.2
O=C(Nc1cc(C(F)(F)F)ccc1N1CCCCC1)c1ccc(Br)o1	19.1	-3.3	15.4	11.1	5.6	4.7	0.8	-10.9	-6.5
Cc1ccc(-c2ccc(=O)n(CC(=O)Nc3cccc(C(=O)N4CCN(C)CC4)c3)n2)cc1	10.1	1.8	1.6	8.4	-1.3	6.8	1	4.5	-8.2
CCOc1cc(C)nc(N2CCCC(C(=O)NCc3ccccc3F)C2)n1 (stereo not drawn)	13.0	-6.0	-20.0	1.0	6.5	2.7	1.2	-8.2	-7.0
COc1ccc(Cl)cc1NC(=O)CN1C(=O)CSC1=O	-1.9	0.8	-25.2	4.8	-2.2	8.8	1.3	-6.9	-7.9
CCN1CCN(C(=O)Cn2ncc3ccsc3c2=O)CC1	-29.7	0.1	22.7	9.3	-1.1	3.7	0.8	1.8	-3.9
COc1cccc(-c2nc(=S)c3c(n2CCCO)CCCC3)c1	-2.2	-1.4	-1.4	4.0	-1.7	0.1	1	-1.1	0.9
COc1ccc2nc(NC(=O)c3ccc(-n4nc(C)cc4C)cc3)sc2c1	-16.3	3.4	9.1	-5.2	-7.3	3.5	0.9	-0.2	-2.2
CCCCC(=O)c1c(O)c2ccccc2oc1=O	-0.4	-8.3	20.6	4.6	5.4	nt	0.8	1.4	-11.3
CCCn1c(NCc2cccc(OC)c2OC)nc2ccccc21	-53.4	0.7	-1.1	0.9	1.7	3.2	1	2.5	-2.5
COC(=O)c1ccc(NC2CC(=O)N(c3ccccc3C)C2=O)cc1 (stereo not drawn)	-8.8	-25.4	20.4	4.0	23.6	nt	0.8	-1.4	-9.7

Shown with bars between the fields: 9 of the compounds above.
Compound | PLK1 PBD inh | PTPN22 inh 2 | CYP2C9 inhib | Rev-RRE block | PTPN22 act | Calb biofilm kill | CYP2C9 act | EphB4 ephrin blk | PLK1 inh
CCc1ccc2c(c1)C(NC(C)=O)C(=O)N2CC (stereo not drawn) | 11.7 | -0.2 | -6.8 | 4.4 | -2.2 | nt | 1.1 | -5.2 | -1.9
Fc1cnc(N2CCOCC2)nc1NCc1ccccc1 | 8.4 | -8.6 | -1.5 | -2.7 | 8.3 | 7.7 | 1 | -0.2 | -8.2
O=C(Nc1cc(C(F)(F)F)ccc1N1CCCCC1)c1ccc(Br)o1 | 19.1 | -3.3 | 15.4 | 11.1 | 5.6 | 4.7 | 0.8 | -10.9 | -6.5
Cc1ccc(-c2ccc(=O)n(CC(=O)Nc3cccc(C(=O)N4CCN(C)CC4)c3)n2)cc1 | 10.1 | 1.8 | 1.6 | 8.4 | -1.3 | 6.8 | 1 | 4.5 | -8.2
CCOc1cc(C)nc(N2CCCC(C(=O)NCc3ccccc3F)C2)n1 (stereo not drawn) | 13.0 | -6.0 | -20.0 | 1.0 | 6.5 | 2.7 | 1.2 | -8.2 | -7.0
COc1ccc(Cl)cc1NC(=O)CN1C(=O)CSC1=O | -1.9 | 0.8 | -25.2 | 4.8 | -2.2 | 8.8 | 1.3 | -6.9 | -7.9
CCN1CCN(C(=O)Cn2ncc3ccsc3c2=O)CC1 | -29.7 | 0.1 | 22.7 | 9.3 | -1.1 | 3.7 | 0.8 | 1.8 | -3.9
COc1cccc(-c2nc(=S)c3c(n2CCCO)CCCC3)c1 | -2.2 | -1.4 | -1.4 | 4.0 | -1.7 | 0.1 | 1 | -1.1 | 0.9
COc1ccc2nc(NC(=O)c3ccc(-n4nc(C)cc4C)cc3)sc2c1 | -16.3 | 3.4 | 9.1 | -5.2 | -7.3 | 3.5 | 0.9 | -0.2 | -2.2

Part of the list above, set out differently:
| molecule | PLK1 PBD inh | PTPN22 inh 2 | CYP2C9 inhib | Rev-RRE block | PTPN22 act | Calb biofilm kill | CYP2C9 act | EphB4 ephrin blk | PLK1 inh |
| --- | --- | --- | --- | --- | --- | --- | --- | --- | --- |
| CCOc1cc(C)nc(N2CCCC(C(=O)NCc3ccccc3F)C2)n1 (stereo not drawn) | 13.0 | -6.0 | -20.0 | 1.0 | 6.5 | 2.7 | 1.2 | -8.2 | -7.0 |
| COc1ccc(Cl)cc1NC(=O)CN1C(=O)CSC1=O | -1.9 | 0.8 | -25.2 | 4.8 | -2.2 | 8.8 | 1.3 | -6.9 | -7.9 |
